# Bioassay records deposited in PubChem by several laboratories.
# BoNT F protease – BoNT F light chain protease inhibition; Multiplex microsphere protease cleavage assay, flow cytometry; inhibition, % at 10 µM; 360,000 compounds, 0.22% hits; AID 588497; in the data active = inhibition above about 35%, passing the limit was not always enough; inconclusive = no clear call, values can overlap the other calls; note: plate controls were buffer without enzyme for full effect and enzyme alone for no effect
# GDH-TPI inh – GDH-TPI coupled enzyme inhibition counter-screen; inhibition, % at 4.8 µM; GDH-TPI coupled enzyme counterscreen, NADH absorbance; 360,000 compounds, 1.2% hits;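 note: 0% = DMSO wells and 100% = wells lacking the enzyme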
# FadD28 FP inh – M. tuberculosis FadD28 bisubstrate binding inhibition | 360,000 compounds, 0.22% hits | inhibition, % at 12.5 µM | FadD28 bisubstrate probe binding, fluorescence polarization | AID 588549; in the data active = inhibition above about 8.5%, passing the limit was not always enough; inconclusive = no clear call, values can overlap the other calls
# BoNT-A LC inh2 – inhibitors of Botulinum neurotoxin A light chain protease; multiplex microsphere protease substrate cleavage, flow cytometry; 360,000 compounds, 0.17% hits; inhibition, % at 10 µM; in the data active = inhibition above about 30%; inconclusive = no clear call, values can overlap the other calls; note: plate controls were buffer without enzyme for full effect and enzyme alone for no effect
# Mtb UGM inh – inhibitors of M. tuberculosis UDP-galactopyranose mutase. purified UGM, fluorescence polarization probe displacement. inhibition, % at 10 µM. AID 504406. 320,000 compounds, 0.06% hits; in the data active = inhibition above about 10%, passing the limit was not always enough; inconclusive = no clear call, values can overlap the other calls
# Target sequence (P9WIQ1 whole entry, looked up): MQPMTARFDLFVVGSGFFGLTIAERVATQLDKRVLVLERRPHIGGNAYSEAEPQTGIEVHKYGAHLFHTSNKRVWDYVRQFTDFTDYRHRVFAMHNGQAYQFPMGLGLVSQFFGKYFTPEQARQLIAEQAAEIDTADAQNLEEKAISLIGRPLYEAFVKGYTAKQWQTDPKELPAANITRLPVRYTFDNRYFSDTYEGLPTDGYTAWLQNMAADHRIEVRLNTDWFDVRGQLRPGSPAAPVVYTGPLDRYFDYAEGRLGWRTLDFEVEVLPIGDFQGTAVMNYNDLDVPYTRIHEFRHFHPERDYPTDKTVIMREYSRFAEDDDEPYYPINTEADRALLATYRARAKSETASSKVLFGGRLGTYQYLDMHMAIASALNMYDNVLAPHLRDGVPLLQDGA
# CCHF vOTU inh – CCHFV vOTU protease inhibition; inhibition, % at 11.5 µM; 370,000 compounds, 0.55% hits; Pep-AMC fluorescence; note: 0% = vehicle wells with enzyme and 100% = no enzyme wells
# Mtb BioA inh – blocks M. tuberculosis BioA enzyme activity; 360,000 compounds, 0.096% hits; AID 602481; inhibition, % at 9.99 µM; purified M. tuberculosis BioA enzyme, plate reader; in the data active = inhibition above about 40%; inconclusive = no clear call, values can overlap the other calls
# Mtb FBA inh – inhibits M. tuberculosis FBA enzyme. purified M. tuberculosis FBA, fluorescence read-out. 360,000 compounds, 2.3% hits. P9WQA3. AID 588726. inhibition, % at 1 µM; in the data active = inhibition above about 27%;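 note: 0% = vehicle and 100% = reference inhibitor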
# Target sequence (P9WQA3 whole entry, looked up): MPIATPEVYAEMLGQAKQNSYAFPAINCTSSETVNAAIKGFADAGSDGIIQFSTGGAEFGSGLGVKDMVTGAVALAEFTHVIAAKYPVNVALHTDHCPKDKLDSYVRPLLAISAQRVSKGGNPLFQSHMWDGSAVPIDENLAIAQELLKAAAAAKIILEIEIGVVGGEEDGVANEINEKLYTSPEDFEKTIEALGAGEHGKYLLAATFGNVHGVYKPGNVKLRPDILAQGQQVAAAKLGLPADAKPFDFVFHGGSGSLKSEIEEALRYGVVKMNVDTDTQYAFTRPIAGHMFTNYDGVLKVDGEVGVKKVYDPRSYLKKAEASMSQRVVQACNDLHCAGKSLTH
# PrPC TRFRET – inhibitors of human cell surface prion protein PrPC; P04156; TR-FRET read-out; inhibition, % at 13.8 µM; 370,000 compounds, 0.43% hits; in the data active = inhibition above about 24%; note: 0% = median of the test wells and 100% = reference compound wells
# * marks the source's active call; other numbers are inactive results; ? = inconclusive; . = no result given. Cut-off read from the data, not from the text of the source, unless noted: active = inhibition above about 30%; inactive = the rest.
(1) COc1ccc(C2C(C(=O)c3ccco3)=C(O)C(=O)N2Cc2cccnc2)cc1OC (configuration not stated)
(2) N#Cc1ccc(CN2CCN(C(=O)CC(NC(=O)c3ccccc3)c3ccccc3)CC2)cc1 (configuration not stated)
(3) Cc1ccc(NC(=O)CCNC(=O)c2ccc(Br)cc2)nc1
(4) COc1cccc(NC(=O)CN2C(=O)c3cccnc3Oc3ccc(Cl)cc32)c1
(5) CC(C)n1c(=O)c2ccccc2n1C(=O)c1ccccc1
(6) Cc1cc(NC(=O)c2ccc3nc(-c4ccccc4)c(-c4ccccc4)nc3c2)no1
(7) Cc1sc2c(c1C)c(=O)n(-c1cccc(C(F)(F)F)c1)c(=O)n2CC(=O)NCc1ccco1
(8) COCc1nnc(NC(=O)CSc2ccc(C)cc2)s1
Screen / compound no.	1	2	3	4	5	6	7	8
BoNT F protease	0	28	12	3	-2	3	-10	-11
GDH-TPI inh	5	-11	6	-2	.	1	-3	1
FadD28 FP inh	1.1	-3.4	-1.4	-1.4	-3.1	0.9	-2.8	-1.5
BoNT-A LC inh2	-0.4	-2.0	7.5	0.8	-0.9	0.9	0.4	-1.4
Mtb UGM inh	-1.9	-0.4	2.7	1.3	.	-4.7	0.7	4.2
CCHF vOTU inh	12	-6	11	-1	5	2	6	-2
Mtb BioA inh	0.3	1.8	-0.6	-2.9	3.2	-2.1	-0.5	1.4
Mtb FBA inh	-2	-1	0	5	3	4	1	2
PrPC TRFRET	7	-2	2	6	0	-8	-6	-3

(9) COc1cccc(CN(C(=O)c2ccccc2Cl)C2CCS(=O)(=O)C2)c1 (configuration not stated)
(10) NC(=O)c1ccc(NC(=O)COC(=O)c2ccc(Cl)nc2)cc1
(11) N#Cc1c(N)nc2c(c1-c1ccncc1)CCCCC2
(12) Cc1cccc(NC(=O)C(C)SCc2nc3sc(C)c(C)c3c(=O)[nH]2)n1 (configuration not stated)
(13) N#Cc1sc2nc(-c3cccs3)cc(-c3ccc(F)cc3)c2c1N
(14) COc1ccc(CCn2c(NN=C3CCCC3)nc3c2c(=O)[nH]c(=O)n3C)cc1
(15) CCCc1c(C(=O)Nc2ccc(N3CCOCC3)cc2)cnn1-c1ccccc1
(16) CCOc1ccc(CCNC(=O)COC(=O)Cn2cnc3c2c(=O)n(C)c(=O)n3C)cc1OCC
Screen / compound no.	9	10	11	12	13	14	15	16
BoNT F protease	-1	2	-1	-3	2	?	.	-2
GDH-TPI inh	2	9	17	-10	13	-2	5	3
FadD28 FP inh	-2.4	-0.9	-1.4	-2.0	-4.3	-3.7	-1.9	-2.9
BoNT-A LC inh2	-1.5	0.6	-0.3	0.9	2.2	-0.2	.	0.1
Mtb UGM inh	0.0	2.0	-1.7	1.4	-0.1	2.9	2.3	2.7
CCHF vOTU inh	10	11	-9	-2	8	-9	-18	5
Mtb BioA inh	0.8	1.9	-1.1	-1.8	-0.6	0.3	.	-0.1
Mtb FBA inh	0	2	-1	3	3	-1	2	-3
PrPC TRFRET	-4	1	-3	1	-2	-1	5	-5

(17) O=C(O)/C=C/c1ccc(OCc2cccc(F)c2)cc1
(18) CC(C)(C)N(C(=O)Cn1nnc(-c2ccc(F)cc2)n1)C(C(=O)NC1CCCC1)c1ccncc1 (configuration not stated)
(19) Cc1ccc(CNc2nc(C)nc3sc4c(c23)CCC4)cc1
(20) Cc1[nH]nc(C(F)(F)F)c1N=NN1CCOCC1
(21) CC(C)c1cc(C(=O)OCC(=O)N2CCN(C(=O)c3ccco3)CC2)c(O)c(C(C)C)c1
(22) Cn1c(/C=C/c2ccccc2[N+](=O)[O-])nc2ccccc2c1=O
(23) CCOc1cccc2cc(C(C)=O)oc12
(24) Cc1ccc(OCc2nnc(SCC(=O)N3C(C)CCCC3C)o2)cc1 (configuration not stated)
Screen / compound no.	17	18	19	20	21	22	23	24
BoNT F protease	-4	-5	-4	-2	-2	8	-4	10
GDH-TPI inh	-2	2	5	5	1	28	2	5
FadD28 FP inh	-6.9	-4.2	-1.5	-1.6	-2.3	-0.7	-3.2	0.2
BoNT-A LC inh2	-0.8	-1.7	?	0.5	-0.3	2.1	-0.2	-2.3
Mtb UGM inh	-1.5	-0.7	1.4	.	2.0	-1.2	0.5	1.1
CCHF vOTU inh	7	-8	-5	1	20	5	19	5
Mtb BioA inh	0.7	.	-2.1	.	-0.3	0.7	0.7	-0.9
Mtb FBA inh	0	-8	4	1	7	2	-2	0
PrPC TRFRET	7	10	4	31*	2	7	0	-1

(25) CCCCN1C(=O)C(CC(=O)NC2CCCCC2)CC(C(=O)N(C(C)C)C(C)C)=C1C (configuration not stated)
(26) O=C(O)C1C(=O)NCC1c1ccccc1 (configuration not stated)
(27) O=C(Nc1ccc2c(c1)OCO2)Nc1ccccc1F
(28) C#CCN(C[C@@H]1[C@@H](OC(=O)NCCCCCC)[C@@H](OC(=O)NCCCCCC)Cn2c(=O)ccc(=O)n21)S(=O)(=O)c1ccc(C)cc1
(29) Cc1cc(C)cc(N(CCC#N)C(=O)COC(=O)CN2C(=O)NC(C)(C)C2=O)c1
(30) Cc1ccc(C(=O)COC(=O)c2cccc(O)c2)s1
(31) CC1(Cc2ccc(Cl)cc2)C(=O)Nc2ccc(-c3ccc(F)c(Cl)c3)cc21 (configuration not stated)
(32) CC(=O)c1ccc(N(C(=O)CNC(=O)c2ccco2)C(C(=O)NC2CCCC2)c2ccc(C)o2)cc1 (configuration not stated)
Screen / compound no.	25	26	27	28	29	30	31	32
BoNT F protease	-1	-5	2	-6	3	-1	-6	2
GDH-TPI inh	-5	-13	5	2	-6	4	3	-5
FadD28 FP inh	-2.8	-4.1	-1.7	-1.3	-3.8	-2.5	0.4	.
BoNT-A LC inh2	0.1	0.0	-0.4	0.0	5.4	5.7	-0.4	-0.3
Mtb UGM inh	.	-0.7	4.4	.	1.3	.	.	-0.1
CCHF vOTU inh	7	1	15	25	-8	-6	3	-6
Mtb BioA inh	-3.0	.	-2.0	-0.4	.	2.1	-0.9	-0.4
Mtb FBA inh	-1	-1	0	-1	0	0	1	0
PrPC TRFRET	-7	4	1	5	3	2	7	-5

(33) COc1ccc(-c2cc(C#N)nc(N3CCN(c4ccccc4)CC3)n2)cc1
(34) c1ccc2c(NC3CCCC3)nnc(NC3CCCC3)c2c1
(35) CCCCCn1c(N(C)Cc2ccccc2)nc2c1c(=O)[nH]c(=O)n2C
(36) COc1cccc(-c2noc(CCC(=O)NCC3CCCO3)n2)c1 (configuration not stated)
(37) O=C(Cn1nc(CNc2ccc(Cl)cc2)[n+]2c1CCCCC2)c1ccc(Br)cc1
(38) O=S1(=O)C=C(SCc2ccc(F)cc2)Nc2ccccc21
(39) Cc1ccc(S(=O)(=O)N2CCOCC2)cc1NC(=O)CNCc1cccnc1
(40) Cc1ccc(C(=O)CSc2nc3c([nH]2)c(=O)n(C)c(=O)n3C)cc1
Screen / compound no.	33	34	35	36	37	38	39	40
BoNT F protease	-17	-4	-8	-4	-4	-3	-4	-4
GDH-TPI inh	-1	3	8	10	6	-3	19	7
FadD28 FP inh	-1.6	-0.3	-2.6	-2.2	-3.5	-0.5	-1.5	1.2
BoNT-A LC inh2	-1.0	1.9	0.1	0.5	1.5	-0.3	-0.8	0.0
Mtb UGM inh	-2.5	-0.2	2.8	0.3	.	0.5	5.7	-1.7
CCHF vOTU inh	2	16	6	-15	16	-12	8	-5
Mtb BioA inh	1.8	1.0	0.8	-0.6	0.4	.	-0.2	.
Mtb FBA inh	3	5	-3	1	3	7	-1	3
PrPC TRFRET	0	2	-4	-1	3	-1	3	-1

# Another view of some results above.
no.	Structure	BoNT F protease	GDH-TPI inh	FadD28 FP inh	BoNT-A LC inh2	Mtb UGM inh	CCHF vOTU inh	Mtb BioA inh	Mtb FBA inh	PrPC TRFRET
3	Cc1ccc(NC(=O)CCNC(=O)c2ccc(Br)cc2)nc1	12	6	-1.4	7.5	2.7	11	-0.6	0	2
4	COc1cccc(NC(=O)CN2C(=O)c3cccnc3Oc3ccc(Cl)cc32)c1	3	-2	-1.4	0.8	1.3	-1	-2.9	5	6

# (more compounds)
(41) CC(=O)Oc1ccc(OC(C)=O)c2c1CC(C)=C(C)C2
(42) CSc1ncccc1C(=O)N1CCN(S(=O)(=O)c2cc(C)ccc2C)CC1
(43) CCOc1ccc(N/C=C/C(=O)c2ccc(OC)cc2)cc1
(44) Clc1ccc(OCCCNCc2ccccc2)c2ccccc12
(45) CC(C)Oc1ccccc1OCCCOc1cccc2cccnc12
(46) NC(=O)COc1ccc2oc(-c3ccccc3)cc(=O)c2c1
(47) S=c1nc(-c2cc(Cl)ccc2Cl)[nH][nH]1
(48) COc1ccccc1N1CCN(C(=O)CCNS(=O)(=O)c2cc(Br)cnc2N)CC1
Screen / compound no.	41	42	43	44	45	46	47	48
BoNT F protease	-9	-4	?	-45	0	-7	6	?
GDH-TPI inh	-10	-7	5	-4	9	23	3	15
FadD28 FP inh	-4.2	-3.8	-1.3	-4.8	-1.6	-2.3	-0.9	-1.5
BoNT-A LC inh2	-9.6	-1.7	-0.6	-1.3	-0.1	-0.8	-1.7	11
Mtb UGM inh	-2.2	1.6	2.4	-0.9	-1.4	.	0.0	1.0
CCHF vOTU inh	-3	5	7	15	-5	-28	-3	18
Mtb BioA inh	0.9	-0.3	0.6	6.1	-2.5	-1.8	-1.1	-0.1
Mtb FBA inh	-2	1	-1	0	4	77*	1	-3
PrPC TRFRET	3	7	1	3	4	2	-1	-5

(49) Cc1ccc(C(=O)OC(C)CN2C(C)CCCC2C)cc1 (configuration not stated)
(50) COc1ccc(C(CNC(=O)CNC(=O)c2ccccc2)N2CCCC2)cc1 (configuration not stated)
(51) CC(=O)NCCc1nc2ccccc2n1CCOc1ccc(C)cc1
(52) Cc1ccc(/C=N/NC(=O)C2(O)c3ccccc3-c3ccccc32)o1
(53) O=C(N=Nc1c(O)[nH]c2ccccc12)c1cccc(S(=O)(=O)N2CCCCC2)c1
(54) CNC(=O)c1ccsc1NC(=O)c1ccc(S(=O)(=O)N2CCCc3ccccc32)cc1
(55) COc1ccc(S(=O)(=O)Cc2ccc(C(=O)NC3CC3)o2)cc1
(56) O=C(Nc1ccc(Cl)cc1C(=O)c1ccccc1Cl)c1ccco1
Screen / compound no.	49	50	51	52	53	54	55	56
BoNT F protease	9	8	-8	-3	1	-7	-1	-16
GDH-TPI inh	-10	2	11	4	6	-2	-2	6
FadD28 FP inh	-1.3	-1.0	0.1	-3.0	-0.3	-5.3	-3.1	-1.0
BoNT-A LC inh2	-2.2	0.3	-0.5	0.1	-0.5	-0.6	-0.2	-1.9
Mtb UGM inh	-2.5	-2.0	-3.1	2.4	-0.2	-1.1	-2.1	4.6
CCHF vOTU inh	-4	1	-1	7	-9	9	-3	-13
Mtb BioA inh	0.1	-0.6	-1.0	.	.	-2.1	0.0	.
Mtb FBA inh	-3	2	-1	4	0	0	-2	3
PrPC TRFRET	-9	-5	6	4	6	7	-1	4

(57) CCOc1ccc(/C=N/OCC(=O)NCc2cccs2)cc1
(58) C#CCn1cc(C=C2C(=O)c3ccccc3C2=O)c2ccccc21
(59) Cc1cc(C)c2c(=O)[nH]c(SCC(=O)Nc3ccc(Br)cc3)nc2n1
(60) NC(=O)CN1CCN(C(=O)Nc2ccccc2)CC1
(61) C=CCNC(=S)NNC(=O)COc1ccc2cc(Br)ccc2c1
(62) CCOC(=O)/C=C1\CC(=O)Nc2nonc2N1
(63) Cc1ccc(S(=O)(=O)N2CCN(C(=O)c3ccc(COc4ccccc4)o3)CC2)cc1
(64) N/C(=N\OC(=O)c1cccc(C(F)(F)F)c1)c1cnccn1
(65) COc1ccc(-c2nc(CS(=O)CC(=O)NCCc3ccc(OC)c(OC)c3)c(C)o2)cc1 (configuration not stated)
Screen / compound no.	57	58	59	60	61	62	63	64	65
BoNT F protease	-6	18	-19	4	-6	1	-4	10	-6
GDH-TPI inh	-5	12	7	14	-1	12	7	4	2
FadD28 FP inh	-4.5	0.8	-6.0	-1.7	-2.0	-3.8	-1.5	-0.6	-0.8
BoNT-A LC inh2	-0.5	12	-4.2	0.3	-1.2	1.2	-0.3	-1.3	-0.4
Mtb UGM inh	1.3	.	2.3	-1.1	-1.6	0.8	4.8	-0.9	-0.7
CCHF vOTU inh	8	-9	36*	3	14	2	-5	5	2
Mtb BioA inh	-0.6	.	1.0	2.8	-2.5	-5.8	-0.7	-1.4	.
Mtb FBA inh	1	-1	-1	3	-1	0	2	2	4
PrPC TRFRET	6	6	-1	-3	2	5	6	6	-7
